# Assay outcomes (PubChem BioAssay)
# CXCR6 inh: CXCR6 (human) receptor inhibition. O00574. CHO-K1 PathHunter CXCR6 beta-arrestin, luminescence. inhibition, % at 20 µM. 360,000 compounds, 0.36% hits; in the data active = inhibition above about 34%, passing the limit was not always enough;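 also: antagonist mode with CXCL16 agonist at 10 nM final; 0% = 10 nM CXCL16 with DMSO and 100% = unstimulated wells without agonist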
# Target sequence (O00574 whole entry, looked up): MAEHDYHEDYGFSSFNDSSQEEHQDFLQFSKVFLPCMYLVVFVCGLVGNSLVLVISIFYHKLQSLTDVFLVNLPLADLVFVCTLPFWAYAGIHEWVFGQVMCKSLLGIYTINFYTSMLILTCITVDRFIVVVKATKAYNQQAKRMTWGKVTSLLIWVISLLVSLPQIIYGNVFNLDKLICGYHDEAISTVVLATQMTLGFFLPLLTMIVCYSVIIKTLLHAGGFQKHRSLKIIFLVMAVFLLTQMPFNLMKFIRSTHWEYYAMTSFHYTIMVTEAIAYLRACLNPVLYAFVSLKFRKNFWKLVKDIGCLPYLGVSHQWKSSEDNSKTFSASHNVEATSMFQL
# EBI2 antag: blocks human EBI2 receptor beta-arrestin signaling. EBI2 beta-arrestin recruitment, luminescence, 7a,25-OHC stimulated. AID 651636. inhibition, % at 5 µM. 360,000 compounds, 0.81% hits. P32249; in the data active = inhibition above about 38%;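 also: enzyme fragment complementation signal reports receptor beta-arrestin coupling in cells; 0% = agonist plus DMSO wells and 100% = wells without agonist; some results beyond the cut were filed as inactive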
# Target sequence (P32249 whole entry, looked up, the tested form may be a part): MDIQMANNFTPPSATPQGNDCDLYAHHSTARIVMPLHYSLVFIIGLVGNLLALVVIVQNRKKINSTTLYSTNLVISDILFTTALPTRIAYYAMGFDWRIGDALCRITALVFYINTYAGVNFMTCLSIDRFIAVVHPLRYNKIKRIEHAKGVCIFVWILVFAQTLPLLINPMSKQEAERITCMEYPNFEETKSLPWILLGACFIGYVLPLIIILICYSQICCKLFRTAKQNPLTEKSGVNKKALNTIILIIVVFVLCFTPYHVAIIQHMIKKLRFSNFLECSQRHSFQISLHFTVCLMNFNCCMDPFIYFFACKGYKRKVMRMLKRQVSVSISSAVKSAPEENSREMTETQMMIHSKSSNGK
# * marks the source's active call; other numbers are inactive results. Only part of the results is shown (hit frequency here may not be typical).
# Results follow in this order: CXCR6 inh	EBI2 antag
- O=C(COC(=O)c1ccccc1SCC(=O)N1CCCC1)NCc1ccc(F)cc1
  1	5
- CC(=O)NC(c1ccccc1)c1nc(-c2cccc(C(F)(F)F)c2)cs1 (configuration not stated)
  -2	5
- CC#CCOCC1CN(C)C(=O)O1 (configuration not stated)
  0	-5
- Fc1ccc(-c2nc3c(Cl)cc(C(F)(F)F)cn3c2Cc2cccc(F)c2)cc1
  22	-10
- COc1ccc(C=C2CCC3C(CCCC34OCCO4)C2=O)cc1 (configuration not stated)
  4	16
- Cn1cc(Cc2ccc(C(=O)N3CCOCC3)cn2)c2ccccc21
  4	-3
- CCCNC(=O)N(C)C[C@H]1Oc2cc(Br)ccc2S(=O)(=O)N([C@@H](C)CO)C[C@@H]1C
  1	10
- COc1ccccc1CNC(=O)COC(=O)CCN1C(=O)C2CC=CCC2C1=O (configuration not stated)
  -1	-9
- Cc1ccc([C@@H]2C[C@H]3[C@@H](CN2S(=O)(=O)c2ccc(C)cc2)C(=O)C[C@@H](c2cccc(Cl)c2)N3S(=O)(=O)c2ccc(C)cc2)cc1
  3	4
- CC(=O)Nc1ccc(CNc2nc(NCCN(C)C)nc3cc(-c4ccccc4)sc23)cc1
  0	1
- CCOC(=O)[C@]12CCCC=C1N(Cc1ccc3c(c1)OCO3)C(=O)[C@H](CC(=O)N1CCCC1)C2
  0	2
- CCCS(=O)(=O)NC(=O)C1(C)CCCN(C(=O)c2ccc(SC(F)(F)F)cc2)C1 (configuration not stated)
  5	-5
- COc1ccc(C)cc1-n1nnnc1SCc1nc(N)nc(N(C)C)n1
  3	2
- O=C(Nc1nc(-c2ccc([N+](=O)[O-])cc2)cs1)C1=COCCO1
  -4	2
- COc1cc(Cn2c3ccc(NC(=O)CCc4ccc(O)cc4)cc3c(=O)n2C)ccc1F
  -4	-12
- CN(C)C(=O)c1cccc(-c2cnc3c(NC=O)cc(-c4ccccc4N(C)C)cn23)c1
  -11	-4
- COc1ccc(Cc2c(-c3ccc(C)cc3)nc3ccc(Cl)cn23)c(C)c1
  10	8
- CCc1cc(-c2nnn(CCC3COCCO3)c2CC)cc(CC)c1-c1cn(CCc2c[nH]c3ccccc23)nn1 (configuration not stated)
  4	5
- O=C(CC[C@H]1O[C@@H](n2cnc3c(NC(=O)c4ccccc4)ncnc32)[C@H](O)[C@@H]1O)NCc1ccccn1
  -3	-9
- O=C(O)C(Cc1ccccc1)N1C(=O)C2C3CCC(C3)C2C1=O (configuration not stated)
  2	-7

# (further entries)
# Results follow in this order: CXCR6 inh	EBI2 antag
- CCc1ccccc1OCC(=O)Nc1nnc(C2CC2)s1
  3	5
- COc1ccc(OCCOC(=O)CNC(=O)c2ccc(F)cc2)cc1
  -5	-3
- CC(C)C[C@@H](CN1CCC[C@H]1CN1C(=O)C(=O)NC[C@@H]1Cc1ccccc1)N1C[C@H](Cc2ccccc2)N(CC2CCCCCC2)C(=O)C1=O
  13	4
- Nc1[nH]c(C(=O)c2ccccc2)c(-c2ccccc2Br)c1C(=O)c1ccccc1
  11	6
- Cc1c(Br)cccc1NC(=O)C1(C)CCN1C(C)C (configuration not stated)
  -1	-5
- O=C(c1[nH]c(C(F)(F)F)nc1-c1ccccc1)N1CCC2(CC1)C(=O)NCN2c1ccccc1
  -6	-4
- CC1=C(C(=O)N2CCOCC2)CC(CC(=O)NCc2ccco2)C(=O)N1Cc1ccc(C(C)(C)C)cc1 (configuration not stated)
  6	-3
- CC1(C(=O)Nc2ccc3[nH]ncc3c2)CCN1C(=O)Cc1ccc(-c2ccccc2)cc1 (configuration not stated)
  -7	11
- CCOC(=O)C1CCCN(C(=O)C2(c3ccc(Cl)cc3)CCCC2)CC1 (configuration not stated)
  3	9
- COc1ccc(-c2nc(NCCN(C)C)nc3ccsc23)c(C)c1
  4	-6
- FC(F)c1nc2nc(Cl)c(Cl)nc2[nH]1
  4	1
- CC1CCC(C(C)C)C(NC(=O)c2ccncc2)C1 (configuration not stated)
  0	-2
- COc1ccccc1CCc1nnc(CCC(=O)NCCC2CCCCO2)o1 (configuration not stated)
  4	-9
- COc1ccc(C(C)=O)cc1Cn1c(C)c(C(=O)NC2CC2)sc1=O
  -2	-2
- CC(C)(C)C(=O)Nc1nnc([C@H]2C[C@H](O)[C@@H](CO)O2)s1
  -2	1
- CCCCn1nnnc1C1(C)CCC(=O)N1CC(F)(F)F (configuration not stated)
  -2	-1
- C[C@@H]1CN([C@H](C)CO)S(=O)(=O)c2ccc(-c3ccc(C(=O)N(C)C)cc3)cc2O[C@H]1CN(C)C(=O)Cc1ccccn1
  8	7
- COc1cccc(-c2nc3nc(C)cc(C)n3c2NC2CCCC2)c1
  0	1
- CC1(C(=O)NS(=O)(=O)c2ccc(F)cc2F)CCN1C(=O)CCc1ccc(Cl)cc1Cl (configuration not stated)
  -11	-11
- Cc1cccc2sc(=S)[nH]c12
  -6	-16

# More compounds
Structure | CXCR6 inh | EBI2 antag
O=C(COC(=O)C1CCC1)Nc1cc(S(=O)(=O)N2CCOCC2)ccc1Cl | 2 | 1
O=C(Nc1ccc2c(c1)OCO2)c1ccc2sc([C@@H]3O[C@H](CO)[C@@H](O)[C@H]3O)nc2c1 | -4 | -4
CCOC(=O)C1(C)CCN1C(=O)c1ccccc1C (configuration not stated) | -4 | -4
C[C@H]1CN([C@@H](C)CO)C(=O)CCCn2cc(nn2)CO[C@@H]1CN(C)C(=O)Nc1ccc(N2CCCCC2)cc1 | -6 | -9
O=CC(=Cc1ccccc1)c1ccccc1 | 2 | -22
CC(C)c1ccc(CC(=O)N2CCC2(C)C(=O)Nc2ccccc2)cc1 (configuration not stated) | 4 | 2
CCc1nc2ccc(C(=O)NCc3cccs3)cn2c1N(C)Cc1nccs1 | 2 | -4
CCOc1ccc(CCN2C(=O)C(=O)N([C@@H](Cc3ccccc3)CN3CCC[C@H]3CN3C(=O)C(=O)NC[C@@H]3Cc3ccc(O)cc3)C[C@@H]2CC(C)C)cc1 | -4 | -4
CCOC(=O)c1nc2ccc(C)cc2c2c1C1CC(c3c(Cl)cccc31)N2C(=O)OCc1ccccc1 (configuration not stated) | 12 | 29
CC1Sc2ccc(C#N)cc2N(Cc2cccc(C(F)(F)F)c2)C1=O (configuration not stated) | 3 | 14
CSc1ccccc1-c1cnc(NC(C)=O)cn1 | 2 | 3
CCCCc1c(-c2ccccc2OC)ncn1CCc1ccccc1OC | 3 | 14
CCOC1=C2CN(S(=O)(=O)c3ccccc3)[C@H](c3ccccc3)C[C@H]2n2c(=O)n(-c3ccccc3)c(=O)n2C1 | 2 | 0
CCCN(CC(=O)Nc1ccccc1C)C(=O)/C=C/c1ccc(OC)c(OC)c1 | -4 | 1
c1ccc(COc2cccc(-c3cc4nc(NCCc5ccncc5)ccn4n3)c2)cc1 | -6 | 47*
CCOc1ccc(CCN2C(=O)C(=O)N([C@@H](CC(C)C)CN3CCC[C@H]3CN3C(=O)C(=O)NC[C@@H]3Cc3ccccc3)C[C@@H]2Cc2ccccc2)cc1 | 1 | 4
C[C@H](CO)N1C[C@H](C)[C@@H](CN(C)S(=O)(=O)c2cccs2)OCc2cn(nn2)CCCC1=O | -2 | -3
COc1ccccc1Cc1c(-c2ccc(C#N)cc2)nc2ccc(C)cn12 | 12 | 40
O=C(CC1CCCC1)NNC(=O)c1ccccc1O | 1 | 7
Cn1nc(C2CC2)cc1NC(=O)C1(C)CCN1C(=O)c1ccccc1CCc1ccccc1 (configuration not stated) | 0 | 11

# (continued)
Structure | CXCR6 inh | EBI2 antag
COc1ccc(-c2csc(C(O)c3ccccc3)n2)cc1 (configuration not stated) | 6 | 8
CCCC[C@@H]1CC2=C(C(=O)OC(C)(C)O2)[C@H](c2ccc(C(C)C)cc2)O1 | 2 | -20
CC1(C(=O)NCC2CCOCC2)Cc2c(-c3cccc(C(N)=O)c3)ccnc2O1 (configuration not stated) | -2 | -6
CCCCn1nnnc1C(c1cc2ccccc2o1)N1CCN(c2c(C)cccc2C)CC1 (configuration not stated) | 6 | 9
O=C(NCCc1ccc(Cl)cc1)c1cc(S(=O)(=O)N2CCCC2)ccc1F | -3 | 9
Cc1cc(Br)cn2c(Cc3ccccc3C(F)(F)F)c(-c3ccccc3)nc12 | -1 | 7
Cc1cccc(NC(=O)CSCC(=O)Nc2ccccc2C(=O)N2CCCCC2)c1 | -2 | -1
O=C(Nc1ccccc1)c1cc(C2CCCCN2C(=O)OCc2ccccc2)on1 (configuration not stated) | 8 | 1
O=C1c2ccccc2[C@@H]2Cc3csc[n+]3[C@H]12 | -7 | 4
C[C@H](CO)N1C[C@H](C)[C@@H](CN(C)S(=O)(=O)c2ccc(F)cc2)OCc2cnnn2CCCC1=O | -2 | 5
O=C(NC1CC1)c1ccc2nc([C@H]3C[C@H](O)[C@@H](CO)O3)[nH]c2c1 | -6 | 5
Cc1cc(Br)cn2c(Cc3ccccc3)c(C3CCCCC3)nc12 | 10 | 38
Cc1ccc(C2NC(=S)N3C(c4ccc(C)cc4)NC(=S)N23)cc1 (configuration not stated) | 2 | 3
COCC(O)Cn1ccnc1[N+](=O)[O-] (configuration not stated) | 6 | -2
COc1ncccc1-c1cc2nc(NCCNC(C)=O)n(C)c(=O)c2s1 | 1 | 2
CC(C)C[C@H]1CNC(=O)C(=O)N1C[C@@H]1CCCN1C[C@H](Cc1ccc(O)cc1)N1C[C@H](Cc2ccccc2)N(CC2CCCCC2)C(=O)C1=O | 1 | 1
O=C(Cc1ccccc1F)Nc1cc(S(=O)(=O)N2CCCCC2)ccc1N1CCOCC1 | 5 | -1
CCOC(=O)C1(C)CCN1C(=O)c1ccccc1OC(F)(F)F (configuration not stated) | -7 | -3
Oc1ccc(C[C@H]2CNC(=S)N2CC2CCCN2C[C@H](Cc2ccccc2)N2C[C@H](Cc3ccc(O)cc3)N(CC3CCCCC3)C2=S)cc1 (some centres not stated) | 10 | 15
OC(c1ccc(CN2CCCCC2)cc1)c1ncc(-c2ccccc2F)[nH]1 (configuration not stated) | -5 | -10

# Next results.
Structure | CXCR6 inh | EBI2 antag
Cc1cn([C@H]2C[C@H](O)[C@@H](CNCC3=Cc4cc(O)ccc4OC3)O2)c(=O)[nH]c1=O | 1 | -4
C[C@H]1CN([C@@H](C)CO)C(=O)CCCn2nncc2CO[C@@H]1CN(C)Cc1ccccc1 | 4 | -7
COc1ccc(Nc2nnc(SCC(=O)NC3CCCC3)s2)cc1 | -4 | 10
CCc1nc2ccc(C(=O)NCCCN3CCCC3=O)cn2c1N(C=O)CC | -3 | -5
O=S(=O)(/N=C(\c1ccc(F)cc1)N1CCOCC1)c1ccccc1 | -1 | -6
CCc1ccc(NC(=O)C(C)OC(=O)Cn2[nH]c(=O)c3ccccc3c2=O)cc1 (configuration not stated) | 2 | 3

# Entries listed so far with an NH in an aromatic ring:
Structure | CXCR6 inh | EBI2 antag
CCc1cc(-c2nnn(CCC3COCCO3)c2CC)cc(CC)c1-c1cn(CCc2c[nH]c3ccccc23)nn1 (configuration not stated) | 4 | 5
Nc1[nH]c(C(=O)c2ccccc2)c(-c2ccccc2Br)c1C(=O)c1ccccc1 | 11 | 6
O=C(c1[nH]c(C(F)(F)F)nc1-c1ccccc1)N1CCC2(CC1)C(=O)NCN2c1ccccc1 | -6 | -4
CC1(C(=O)Nc2ccc3[nH]ncc3c2)CCN1C(=O)Cc1ccc(-c2ccccc2)cc1 (configuration not stated) | -7 | 11
FC(F)c1nc2nc(Cl)c(Cl)nc2[nH]1 | 4 | 1
Cc1cccc2sc(=S)[nH]c12 | -6 | -16
O=C(NC1CC1)c1ccc2nc([C@H]3C[C@H](O)[C@@H](CO)O3)[nH]c2c1 | -6 | 5
OC(c1ccc(CN2CCCCC2)cc1)c1ncc(-c2ccccc2F)[nH]1 (configuration not stated) | -5 | -10
Cc1cn([C@H]2C[C@H](O)[C@@H](CNCC3=Cc4cc(O)ccc4OC3)O2)c(=O)[nH]c1=O | 1 | -4
CCc1ccc(NC(=O)C(C)OC(=O)Cn2[nH]c(=O)c3ccccc3c2=O)cc1 (configuration not stated) | 2 | 3
